OX1R antag-1: human HCRTR1 antagonism; O43613; 330,000 tested, 0.43% active; CHO/OX1R cells, Fluo-8 calcium fluorescence, orexin A; inhibition, % at 5 µM; AID 434989;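 active = inhibition above its plate's threshold, mean inhibition of all tested compounds on the plate plus 3 SD, cut at about 37% in these data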;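 note: 0% = orexin A challenge wells and 100% = SB-334867-A antagonist wells; not every result past the cut was called active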
Target sequence (O43613 whole entry, looked up): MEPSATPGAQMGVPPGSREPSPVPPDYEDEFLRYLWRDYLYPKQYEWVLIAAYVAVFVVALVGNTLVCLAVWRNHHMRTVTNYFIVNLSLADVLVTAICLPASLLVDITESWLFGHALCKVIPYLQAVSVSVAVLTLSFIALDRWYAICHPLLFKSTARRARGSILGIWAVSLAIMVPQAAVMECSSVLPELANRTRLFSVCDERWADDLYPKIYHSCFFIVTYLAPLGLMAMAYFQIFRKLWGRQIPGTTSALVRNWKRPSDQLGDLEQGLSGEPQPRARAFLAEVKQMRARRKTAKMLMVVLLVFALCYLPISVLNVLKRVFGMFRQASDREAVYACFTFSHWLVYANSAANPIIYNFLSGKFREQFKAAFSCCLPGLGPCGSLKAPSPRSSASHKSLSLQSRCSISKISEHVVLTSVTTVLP
OX1R antag-2: OX1R (human) antagonism; inhibition, % at 6.6 µM; 330,000 tested, 1.8% active; OX1R-expressing cells, FRET antagonist read-out; O43613; AID 485270; in the data active = inhibition mostly above about 38%, no sharp cut-off; inactive = mostly below about 40%;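 note: 0% = agonist challenge alone and 100% = reference antagonist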
CHT PAM: allosteric activators of human choline transporter CHT; Q9GZV3; CHT-expressing cells, membrane potential dye, choline EC20; active compounds read high; LV-AA mutant CHT in HEK293 cells; B-score at 10 µM; 310,000 tested, 0.49% active; AID 488977;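 active = initial fluorescence not abnormally high and integrated response B-score, plate-corrected, over 3 SD above library mean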
Target sequence (Q9GZV3 whole entry, looked up): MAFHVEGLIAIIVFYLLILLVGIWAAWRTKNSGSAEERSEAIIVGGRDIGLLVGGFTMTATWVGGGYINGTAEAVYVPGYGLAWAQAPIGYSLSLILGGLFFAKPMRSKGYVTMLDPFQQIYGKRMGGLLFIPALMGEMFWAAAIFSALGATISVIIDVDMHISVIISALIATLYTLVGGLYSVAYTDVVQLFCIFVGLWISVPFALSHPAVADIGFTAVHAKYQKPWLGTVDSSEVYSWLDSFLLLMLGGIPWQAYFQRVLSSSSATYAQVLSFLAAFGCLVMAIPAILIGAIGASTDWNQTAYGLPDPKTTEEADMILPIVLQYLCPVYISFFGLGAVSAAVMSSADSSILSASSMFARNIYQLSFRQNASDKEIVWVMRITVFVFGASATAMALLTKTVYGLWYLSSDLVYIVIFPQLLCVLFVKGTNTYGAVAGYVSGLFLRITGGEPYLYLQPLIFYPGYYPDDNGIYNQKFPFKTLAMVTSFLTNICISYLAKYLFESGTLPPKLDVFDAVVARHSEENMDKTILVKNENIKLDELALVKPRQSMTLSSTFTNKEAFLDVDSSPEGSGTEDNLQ
* marks the source's active call; other numbers are inactive results; i = inactive; nt = not tested or not shown.

| SMILES | OX1R antag-1 | OX1R antag-2 | CHT PAM |
| --- | --- | --- | --- |
| O=S1(=O)CCC(NC(=S)Nc2ccc(Cl)cc2)C1 (stereo unspecified) | -19.6 | 0.6 | i |
| CCCCN(C(=O)c1ccc2ccccc2c1)c1c(N)n(CCCC)c(=O)[nH]c1=O | -5.9 | 6.3 | nt |
| CCC(=O)N1CCc2cc(Br)cc(S(=O)(=O)N3CCC(C(=O)NC(C)C)CC3)c21 | -7.2 | 10.6 | i |
| COc1ccc([C@H]2CC(=O)C=C(c3cccc(OC(F)(F)F)c3)C2)cc1 | -21.7 | 4.0 | nt |
| CCCN1CCc2nc(SCC(=O)Nc3ccc(C)c(Cl)c3)[nH]c(=O)c2C1 | -10.7 | 0.1 | i |
| O=C(CSc1nc2ccccc2[nH]1)NCCc1ccc(Cl)cc1 | -11.8 | 37.0 | i |
| CC(=O)c1ccc(NC(=O)CSc2nc(=O)n3cccc(C)c3n2)cc1 | -3.9 | 9.1 | i |
| CCCc1cc(=O)oc2c(C)c(OCC(=O)N3CCC[C@@H]3C(=O)O)ccc12 | -1.2 | 5.4 | i |
| CCOCCc1c(O)nc(SCC(=O)NCc2ccco2)[nH]c1=O | -3.3 | 8.4 | i |
| COCC(=O)Nc1cc(OC)c(Cl)cc1OC | -10.8 | 12.8 | i |
| COc1ccc(C(C(=O)NC2CCCC2)N(CCCO)C(=O)Cn2nnc(-c3ccc(C)o3)n2)cc1 (stereo unspecified) | -15.9 | 6.4 | i |
| CCOc1ccc(C(C)=O)cc1CSC(=N)N | -10.5 | 12.4 | i |

(list continues)
| SMILES | OX1R antag-1 | OX1R antag-2 | CHT PAM |
| --- | --- | --- | --- |
| Cc1ccc(C)c(NC(=O)Cn2nnc(-c3ccc(N4CCOCC4)cc3)n2)c1 | -8.7 | 7.1 | i |
| O=C(C[N+]12CC[N+](CC(=O)c3ccc(F)cc3)(CC1)CC2)c1ccc(F)cc1 | -2.4 | -9.1 | i |
| O=C(CSc1cn(CC(=O)N2CCOCC2)c2ccccc12)N1CCOCC1 | -4.2 | 2.5 | i |
| CC(C)(O)C#Cc1ccc(C(=O)N2CCN(c3ccc(Cl)cc3)CC2)cc1 | -20.2 | 16.7 | i |
| CN=C1NN=C(c2cc(C)n(-c3ccc(Cl)cc3)c2C)CS1 | -21.3 | 30.9 | i |
| CCOC(=O)C1CCN(S(=O)(=O)c2ccc(-c3ccccn3)s2)CC1 | -18.4 | 15.9 | i |
| OC1(c2ccc3c(c2)OCO3)CCN(Cc2ccccn2)CC1 | -2.9 | 8.2 | i |
| CSc1ccc(/C=C(/NC(=O)c2ccco2)C(=O)N2CCCCCC2)cc1 | -24.6 | 27.7 | i |
| CCC(C)NS(=O)(=O)c1ccc(OCC(=O)NCc2cccnc2)cc1 (stereo unspecified) | -3.7 | 8.2 | i |
| CS(=O)(=O)NN1C(=O)c2ccccc2NC1c1ccccc1 (stereo unspecified) | -0.4 | 15.4 | i |
| Cc1nc2ccccc2n1CCC(=O)O | -13.8 | 4.5 | i |
| CC(=O)O/N=C(\N)Cc1ccc(-c2csnn2)cc1 | -0.2 | 2.1 | i |

Following part:
| SMILES | OX1R antag-1 | OX1R antag-2 | CHT PAM |
| --- | --- | --- | --- |
| Cn1nc(C(F)(F)F)c(-c2cccc(C(F)(F)F)c2)c1NC(=O)c1ccco1 | -15.4 | 21.4 | i |
| Cc1ccc(NC(=O)C2CCCN2S(=O)(=O)c2ccc3c(c2)n(C)c(=O)c(=O)n3C)c(C)c1 (stereo unspecified) | 0.9 | 11.7 | i |
| CC(=O)c1cc(CC=C(C)C)c(O)c(CC=C(C)C)c1O | 24.8 | 31.9 | i |
| Cc1cc(OC(C)C(=O)NCCN2CCOCC2)c2c(C)cc(=O)oc2c1 (stereo unspecified) | 7.2 | 1.6 | i |
| COc1cccc(CN2C(=O)CN(C3CCCCC3)C(=O)C2c2ccc(F)cc2)c1 (stereo unspecified) | -27.7 | 27.3 | i |
| NS(=O)(=O)c1ccc(CCNC(=O)NC2CCCCC2)cc1 | 3.0 | 13.3 | i |
| Cc1cccc(N2CC(C(=O)Nc3cccc(S(=O)(=O)N4CCCCC4)c3)CC2=O)c1C (stereo unspecified) | -6.8 | 1.3 | nt |
| Cc1cnc(CN(C)C(=O)c2cc(COc3c(F)cccc3F)on2)[nH]1 | -9.0 | 6.2 | i |
| Nc1nonc1C(=O)N/N=C/c1cc(Br)ccc1O | -14.8 | 21.5 | i |
| O=C(c1ccncc1)N1CCN(c2ccc3ccccc3n2)CC1 | 4.4 | 13.9 | i |
| CCOC(=O)c1c(C)nc2sc(C(N)=O)c(N)c2c1-c1ccc(OC)cc1 | -21.0 | 19.4 | i |
| CCCCCCCC1=CC2=CC(=O)C(C)(OC(C)=O)C(=O)C2=CN1CCc1ccccc1 (stereo unspecified) | -31.7 | 19.6 | i |

No new results follow: entries from further up.
| SMILES | OX1R antag-1 | OX1R antag-2 | CHT PAM |
| --- | --- | --- | --- |
| Cn1nc(C(F)(F)F)c(-c2cccc(C(F)(F)F)c2)c1NC(=O)c1ccco1 | -15.4 | 21.4 | i |
| Cc1ccc(NC(=O)C2CCCN2S(=O)(=O)c2ccc3c(c2)n(C)c(=O)c(=O)n3C)c(C)c1 (stereo unspecified) | 0.9 | 11.7 | i |

New compounds follow
| SMILES | OX1R antag-1 | OX1R antag-2 | CHT PAM |
| --- | --- | --- | --- |
| S=c1[nH]nc(-c2cc(-c3ccccc3)n[nH]2)n1/N=C/C=C/c1ccccc1 | 2.3 | 5.8 | i |
| CCCCCCCCS(=O)CCC(=O)O (stereo unspecified) | -7.3 | 0.0 | i |
| O=C1Nc2cc(Cl)c(Cl)cc2N(O)N1c1ccccc1 | -3.2 | 7.0 | i |
| O=c1c2ccc([N+](=O)[O-])cc2ncn1CCOc1ccccc1 | -22.5 | 68.2* | i |
| Cc1ccc2cc(C#N)c(N3CCCN(S(=O)(=O)c4ccccc4)CC3)nc2c1 | -13.4 | 37.3 | i |
| Cc1nn(C)c(C)c1CN(Cc1nc(CCC(C)C)no1)C(C)C | 34.1 | 21.1 | i |
| N#C/C(=C\c1ccc(O)cc1)C(=O)N1CCCC1 | -16.8 | 9.8 | i |
| COc1ccccc1C1CC(c2ccccc2)=NN1C(=S)Nc1ccccc1 (stereo unspecified) | -18.5 | 16.3 | i |
| Cn1nc(C(=O)N2CCCc3ccccc32)c2ccccc2c1=O | -21.6 | 8.6 | i |
| O=C(O)c1cc2ccccc2c(N=Nc2cccnc2)c1O | -12.5 | 73.6* | i |
| CCCCNC(=O)c1ccc(SCC(=O)N(CC)CC)c([N+](=O)[O-])c1 | -7.3 | 62.4 | i |
| Cc1cc(C)c2nc(SCC(=O)Nc3ccccc3N3CCOCC3)c(C#N)cc2c1 | -34.9 | 28.6 | i |

Going on with the list:
| SMILES | OX1R antag-1 | OX1R antag-2 | CHT PAM |
| --- | --- | --- | --- |
| O=C(COc1ncnc2sccc12)Nc1ccc(F)cc1F | -5.0 | -2.9 | i |
| CC1CCN(c2nc3c(c(=O)[nH]c(=O)n3C)n2Cc2ccccc2)CC1 | -11.9 | 6.0 | i |
| CC(=O)c1nn(-c2cccc(Br)c2)cc1C(=O)c1ccc(C)cc1 | -4.7 | 19.1 | i |
| CC1(c2cc([N+](=O)[O-])cc([N+](=O)[O-])c2)CC(C)(C)N(C(=O)c2ccccc2)c2ccccc21 (stereo unspecified) | -26.0 | 7.8 | i |
| O=C(CN1CC(c2ccccc2)CC1=O)OCc1cccc(Br)c1 (stereo unspecified) | -20.3 | 7.7 | i |
| CCOC(=O)c1ccc(NC(=O)CNC(=O)c2ccco2)cc1 | 3.9 | 14.3 | i |
| Cn1nnnc1SCC(=O)N1CCOCC1 | -12.9 | 13.1 | i |
| Cn1nc(C(=O)NC2CCCc3ccccc32)ccc1=O (stereo unspecified) | -15.8 | 10.6 | i |
| NNC(=O)c1sccc1OCc1cccc(C(F)(F)F)c1 | -25.1 | 18.2 | i |
| CNC(=O)c1cc(NC(=O)CCn2nc(-c3ccccc3)c3ccccc3c2=O)ccc1OC | -24.6 | 23.1 | i |
| O=C(CN1C(=O)NC2(CCOc3ccccc32)C1=O)c1cccs1 (stereo unspecified) | 2.3 | 7.0 | nt |
| CCOc1ccc(C(C(=O)Nc2ccc(F)cc2)N(C(=O)Cn2nnc3ccccc32)C2CC2)cc1 (stereo unspecified) | -15.6 | 7.1 | i |

Going on with the list.
Molecule,OX1R antag-1,OX1R antag-2,CHT PAM
O=[n+]1cc(-c2cccc3ccccc23)n([O-])c2c1CCC2,-15.1,24.2,i
O=C(c1ccco1)N(Cc1cccc(Br)c1)C1CCS(=O)(=O)C1 (stereo unspecified),-14.0,15.5,i
N/C(=N\OC(=O)Cc1ccc([N+](=O)[O-])cc1)c1ccc([N+](=O)[O-])cc1,-6.0,6.8,i
CCC(CC)c1nn2c(N)c(/C=C3\C=Nc4ccccc43)c(=O)nc2s1,-21.3,44.9,i
COc1ccc(CCNC(=O)COc2ccc(-c3ccccc3)cc2)cc1OC,30.0,74.9*,i
CN(/N=C/C=C/c1ccccc1)C1=NS(=O)(=O)c2ccccc21,-8.3,12.6,i
O=C(C1CCCCC1)N1CCC(O)(c2ccc(Cl)cc2)CC1,-12.1,-7.4,i
COc1cc2cc(C(=O)N3CCN(Cc4ccc5c(c4)OCO5)CC3)c(=O)oc2cc1OC,-19.9,1.7,i
NNC(=O)COc1ccc(-c2nccc(-c3ccc(F)cc3)n2)cc1,-32.8,-6.0,i
CC(C)NC(=O)CSc1nc2ccccc2n1CC(=O)N1CCc2ccccc21,-24.4,8.6,i

Continuation.
Molecule,OX1R antag-1,OX1R antag-2,CHT PAM
CCCN(C(=O)c1nc2nc(C)cc(C)n2n1)c1c(N)n(Cc2ccccc2)c(=O)[nH]c1=O,-13.8,2.1,nt
C=CCNC(=O)CN(c1ccc(OC)cc1OC)S(C)(=O)=O,1.6,12.5,i
Cc1cc(C(F)(F)F)c2c(C)nn(-c3ccccc3)c2n1,-2.9,6.1,i
COc1ccc(N=N/C(=C\O)C(=O)c2ccco2)cc1,-31.4,17.6,i
CC1CCN(c2oc(-c3ccccc3Cl)nc2C#N)CC1,3.0,22.8,i
COCCn1c(N)c(C(=O)NS(=O)(=O)c2ccc(C)cc2)c(=O)[nH]c1=O,-19.2,15.6,i
COc1ccc(S(=O)(=O)N(CC(=O)NC2CC3CCC2C3)c2ccccc2OC)cc1 (stereo unspecified),-11.0,19.3,i
COc1ccc(CN(C)C(=O)c2ccccc2Sc2ccccc2C#N)c(OC)c1,-34.1,29.4,i
Cn1c(Sc2ccc(C(F)(F)F)cc2[N+](=O)[O-])nnc1-c1ccccc1,-25.0,20.5,i
COc1ccc(-n2nc(C(=O)NCC(=O)NCc3ccccc3OC)c3ccccc3c2=O)cc1,0.9,0.0,i

Other compounds follow:
Molecule,OX1R antag-1,OX1R antag-2,CHT PAM
CCOC(=O)CSc1nc2c([nH]c3ccccc32)c(=O)n1C,-17.3,-4.4,i
N#Cc1ccccc1NC1=CC(=O)CCC1,-9.7,7.8,i
Nc1ccnc(Oc2ccc(F)cc2)c1,-1.5,-3.7,i
COc1ccc(C(=O)c2ccc(OC)cc2O)c(O)c1,-7.3,38.1,i
CCC(C)Sc1cccc(-c2nc3ccc(C)cn3c2NCc2ccccc2)c1 (stereo unspecified),61.5*,44.0,i
CCC(=O)Nc1nc2ccc(S(C)(=O)=O)cc2s1,-17.2,16.0,i
c1ccc(NCn2cncn2)nc1,4.5,20.4,i
CN(C)c1ccc(C2C3C(=O)N(c4ccc(C(=O)O)cc4)C(=O)C3ON2c2ccccc2)cc1 (stereo unspecified),-10.0,27.2,i
O=c1c2c(n3cnnc3n1-c1ccccc1)-c1ccccc1CC21CCCC1,-4.8,14.1,i
c1ccc2c(c1)CCCN2Cc1nnc2n1CCCCC2,-14.6,5.0,i
CC(C)OC(=O)C1C(=O)CC(C)(O)C(C(=O)OC(C)C)C1c1ccccc1 (stereo unspecified),-23.1,5.8,i
CCC(=O)Nc1ccc2c(c1)C(=O)N(C1CCCCC1)C2=O,-9.3,5.6,i

Sorted by count of non-hydrogen atoms (rising): part of the list above.
Molecule,OX1R antag-1,OX1R antag-2,CHT PAM
c1ccc(NCn2cncn2)nc1,4.5,20.4,i
Nc1ccnc(Oc2ccc(F)cc2)c1,-1.5,-3.7,i
N#Cc1ccccc1NC1=CC(=O)CCC1,-9.7,7.8,i
CCC(=O)Nc1nc2ccc(S(C)(=O)=O)cc2s1,-17.2,16.0,i
COc1ccc(C(=O)c2ccc(OC)cc2O)c(O)c1,-7.3,38.1,i
c1ccc2c(c1)CCCN2Cc1nnc2n1CCCCC2,-14.6,5.0,i
CCOC(=O)CSc1nc2c([nH]c3ccccc32)c(=O)n1C,-17.3,-4.4,i
Cn1c(Sc2ccc(C(F)(F)F)cc2[N+](=O)[O-])nnc1-c1ccccc1,-25.0,20.5,i
CC(C)OC(=O)C1C(=O)CC(C)(O)C(C(=O)OC(C)C)C1c1ccccc1 (stereo unspecified),-23.1,5.8,i
O=c1c2c(n3cnnc3n1-c1ccccc1)-c1ccccc1CC21CCCC1,-4.8,14.1,i
CCC(C)Sc1cccc(-c2nc3ccc(C)cn3c2NCc2ccccc2)c1 (stereo unspecified),61.5*,44.0,i
COc1ccc(CN(C)C(=O)c2ccccc2Sc2ccccc2C#N)c(OC)c1,-34.1,29.4,i
COc1ccc(S(=O)(=O)N(CC(=O)NC2CC3CCC2C3)c2ccccc2OC)cc1 (stereo unspecified),-11.0,19.3,i
CN(C)c1ccc(C2C3C(=O)N(c4ccc(C(=O)O)cc4)C(=O)C3ON2c2ccccc2)cc1 (stereo unspecified),-10.0,27.2,i
COc1ccc(-n2nc(C(=O)NCC(=O)NCc3ccccc3OC)c3ccccc3c2=O)cc1,0.9,0.0,i
